# GPR55 LPI antagonism = GPR55 antagonists blocking LPI-driven arrestin recruitment, primary screen, imaging, U2OS, beta-arrestin-GFP, LPI agonist (AID 2013); G-protein coupled receptor 55 (Homo sapiens); actives 0.13% (n = 290,000); U2OS GPR55 beta-arrestin-GFP translocation imaging, LPI antagonism; higher % means a stronger effect; inhibition, % at 10 µM, or IC50 in µM where a hit was titrated;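 active = spots per cell inhibited over 60%, with over 100 cells counted and total cytoplasm intensity under 500,000; inconclusive = wells with under 100 cells, flagged as likely toxic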;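 also: U2OS cells stably carrying GPR55 and arrestin-GFP stimulated by 5 µM LPI near EC80; imaged beta-arrestin-GFP aggregate spots per cell after agonist stimulation; plate controls were LPI-stimulated DMSO wells for no effect and DMSO wells without LPI for full effect; some results filed as inactive read as strong as hits; confirmed hits need IC50 under 10 µM and bright autofluorescent wells are also inconclusive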
# Yfh1-depleted yeast = enhancers of respiration in Yfh1-depleted yeast, dose response, Friedreich's ataxia, plus single-dose screen (AID 1465) | S. cerevisiae Yfh1-off respiration, WST-1 reduction, 72 h; higher fold induction means a stronger effect | fold induction at 50 µM, or EC50 in µM where a hit was titrated | actives 0.074% (n = 220,000);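 active = fold induction of absorbance versus untreated yeast above a set limit, then at least 30% activation at any dose in follow-up; inconclusive = repeats straddling the limit, or above it without dose testing; inactive = fold induction below the set limit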;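 also: activators that raise dye reduction in frataxin-depleted yeast; strong numbers were not always called active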
# GPR55 beta-arrestin = GPR55 agonists via beta-arrestin recruitment, primary screen, imaging, U2OS cells, beta-arrestin-GFP redistribution (AID 1961) | G-protein coupled receptor 55 (Homo sapiens) | U2OS GPR55 beta-arrestin-GFP redistribution imaging; higher % means a stronger effect | one-dose activation, % at 10 µM; EC50 in µM for titrated hits | actives 0.048% (n = 290,000);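 active = activation above 40% with more than 50 cells counted in the well; inconclusive = wells holding fewer than 50 cells, flagged as toxic or sparse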;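 also: U2OS osteosarcoma cells stably expressing GPR55 and beta-arrestin-GFP; plate controls were DMSO negative control for no effect and LPI positive control for full effect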
# NTR1 ag = agonists of NTR1, primary screen, imaging, U2OS cells, beta-arrestin-GFP, high content (AID 493036); actives 0.17% (n = 330,000); NTR1-U2OS beta-arrestin-GFP spot imaging, agonist mode; activation, % at 20 µM; Neurotensin receptor type 1 (Homo sapiens), P30989;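 active = activation at or above 40% of the spot to cytoplasm intensity ratio, with at least 20 cells analyzed; inconclusive = wells under 20 cells, flagged as cytotoxic or low count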;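 also: 0% = DMSO without peptide and 100% = 100 nM NTR1 peptide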
# Target sequence (P30989 whole entry, looked up): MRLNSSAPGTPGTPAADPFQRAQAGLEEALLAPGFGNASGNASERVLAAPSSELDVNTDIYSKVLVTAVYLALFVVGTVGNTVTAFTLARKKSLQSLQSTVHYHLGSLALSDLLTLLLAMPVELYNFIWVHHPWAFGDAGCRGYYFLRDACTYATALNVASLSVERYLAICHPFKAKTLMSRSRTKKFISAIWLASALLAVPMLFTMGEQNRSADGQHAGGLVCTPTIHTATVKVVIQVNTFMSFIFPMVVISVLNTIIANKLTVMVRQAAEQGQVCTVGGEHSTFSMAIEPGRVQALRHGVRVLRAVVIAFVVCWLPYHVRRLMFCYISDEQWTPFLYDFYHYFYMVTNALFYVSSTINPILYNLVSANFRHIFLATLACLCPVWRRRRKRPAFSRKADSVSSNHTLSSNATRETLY
# NS5 inhibitors = Dengue-2 NS5 methyltransferase inhibitors, primary screen, biochemical, confirmation dose response (AID 588689); inhibition, % at 25 µM, or IC50 in µM where a hit was titrated; actives 0.3% (n = 340,000); Genome polyprotein (Dengue virus type 2 (strain 16681-PDK53)); Dengue-2 NS5 methyltransferase capping enzyme assay, biochemical; higher % means a stronger effect; in the data active = a potency from the dose series; inconclusive = inhibition above about 29% without an active follow-up result
# AID2073 = inhibitors of Mint1-CaV2.2 protein interaction, biochemical, HTRF (AID 2073); actives 0.19% (n = 290,000); inhibition, % at 20 µM; hits with a dose series show IC50 in µM; Voltage-dependent N-type calcium channel subunit alpha-1B (Homo sapiens); HTRF protein-protein interaction, Mint1-CaV2.2; higher % means a stronger effect; in the data active = inhibition mostly above about 51%, no sharp cut-off; inconclusive = no clear call, values can overlap the other calls; inactive = mostly below about 53%; also: some results filed as inactive read as strong as hits
# Rac1 GTP hydrolysis = MgcRacGAP GTPase-activating activity inhibitors, confirmation, biochemical, ADP Hunter fluorescence. MgcRacGAP-stimulated Rac1 GTP hydrolysis, ADP Hunter fluorescence; higher % means a stronger effect; GST-tagged Rac1 F28L mutant substrate. one-dose inhibition, % at 30 µM; IC50 in µM for titrated hits. actives 0.6% (n = 340,000);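 active = first-screen hits whose inhibition reached a set limit at any dose in the follow-up dose series; inconclusive = inhibition above the set first-screen limit but never retested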;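 also: fluorescence reports GDP produced by GAP-driven GTP hydrolysis; strong numbers were not always called active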
# GPR35 antagonists = GPR35 antagonists blocking zaprinast-driven arrestin recruitment, primary screen, imaging, U2OS, beta-arrestin-GFP, zaprinast agonist (AID 2058); U2OS GPR35 beta-arrestin-GFP translocation imaging, zaprinast antagonism; higher % means a stronger effect; one-dose inhibition, % at 10 µM; IC50 in µM for titrated hits; actives 0.052% (n = 290,000);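 active = inhibition of at least 50% with at least 30 cells and total cytoplasm GFP at most 10,000,000; inconclusive = under 30 cells or total GFP of 10,000,000 plus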
# Large T inhibition = SV40 large T antigen inhibitors, biochemical (AID 1903); inhibition, % at 20 µM; hits with a dose series show IC50 in µM; actives 0.39% (n = 310,000); SV40 large T antigen ATPase/helicase inhibition assay; higher % means a stronger effect; in the data active = a potency from the dose series; inconclusive = inhibition mostly from about 32% at the one dose, without a potency; inactive = the rest, 99 in 100 with inhibition below about 32%; also: strong numbers were not always called active
# NTR1 ag cell count 20 µM = recorded beside NTR1 ag, whose call it bears; cell count; measured here: cell count, cytotoxicity flag
# NS5 inhibitors pilot replicate = recorded beside NS5 inhibitors, whose call it bears; inhibition, %; measured here: pilot screen replicate inhibition
# Active calls of the source: *; i = inactive; ? = inconclusive; · = not tested or not shown. This is a random part of the collection; 1.7% or so of the library scored in one or more.
SMILES,GPR55 LPI antagonism,Yfh1-depleted yeast,GPR55 beta-arrestin,NTR1 ag,NTR1 ag cell count 20 µM,NS5 inhibitors,AID2073,Rac1 GTP hydrolysis,GPR35 antagonists,Large T inhibition,others
COc1ccccc1C(=O)C1CCCN(C(=O)c2cc(CC(C)C)nc(C)n2)C1 (stereo not drawn),-4%,i,0.3%,-1.2,74,·,-6%,-1%,2%,-5%,
COc1ccc(C(C)=O)cc1COC(=O)c1cccc(N(C)C)c1,6%,i,-0.2%,11,64,-3%,0%,10%,-2%,-3%,
CCOC(=O)c1c(C)c(C(=O)NCc2ccco2)c(C)n1C,-6%,i,-0.1%,0.7,69,3%,-2%,0%,3%,-3%,
COc1ccc(N2CC(C(=O)OCC(=O)Nc3cccc(C)c3)CC2=O)cc1 (stereo not drawn),7%,·,0.3%,-0.1,50,-3%,4%,4%,11%,6%,
Cc1cccc(C)c1NC(=O)Nc1cccs1,8%,i,-0.1%,-0.1,50,-3%,36%,7%,-3%,2%,
CSCCC(=O)N1CCC(n2nccc2NC(=O)CCCc2ccccc2)CC1,3%,·,-0.2%,-0.4,59,-4%,-1%,-8%,-13%,22%,
O=C(C1CCN(c2nnc(-n3cccc3)s2)CC1)N1CCOCC1,12%,i,0.6%,0.1,92,-1%,-3%,-4%,-3%,1%,
O=C(N/N=C/c1ccc2cccc(OCc3ccccc3)c2n1)c1ccc(Cl)cc1,-9%,i,0.2%,4.5,88,-8%,12%,3%,2%,3%,
COC1=C/C(=C/c2c(N)n3c(nc2=O)sc2cc(S(C)(=O)=O)ccc23)C=CC1=O,6%,i,0.0%,-0.2,67,?,7%,11%,0%,9%,
COc1ccc(-n2ncc3c2CC(C)(C)CC3NC(=O)CCc2c(C)noc2C)cc1 (stereo not drawn),13%,·,-0.1%,0.7,79,0%,-5%,7%,3%,12%,
O=C(NC1CC1)c1ccc(CSCc2ccccc2Cl)o1,7%,·,-0.1%,0.5,60,-4%,12%,12%,5%,18%,
CCCCN(C)CCCNC(=O)c1cc(-c2cccs2)nc2ccccc12,-11%,·,0.0%,0.0,53,4%,22%,·,3%,8%,
Cn1c(=O)c2ncn(CC(=O)NCCC3=CCCCC3)c2n(C)c1=O,8%,i,-0.2%,-1.8,83,-4%,6%,3%,-12%,-6%,
CCOC(CNC(=O)c1ccc2c(c1)nc(C)n2-c1cccc(F)c1)OCC,0%,i,0.2%,0.9,69,-6%,3%,9%,-4%,-5%,
O=C(COc1ccc([N+](=O)[O-])cc1)Nc1cccc2nsnc12,-7%,·,13%,2.5,49,-3%,41%,4%,0%,8%,
CCCCN(CC)CCCNC(=O)c1cn(C)c2ccc(S(=O)(=O)N(C)C3CCCCC3)cc2c1=O,29%,·,0.3%,1.5,51,6%,6%,-1%,-10%,15%,
Nc1ccc2c(c1)Cc1cc([N+](=O)[O-])ccc1-2,22%,i,-0.3%,-3.8,73,-24%,16%,14%,20%,8%,
COc1ccccc1N1CCN(CC(=O)c2c(C)[nH]c3cc(C)ccc23)CC1,2%,i,-0.2%,2.5,46,-3%,-10%,11%,8%,12%,
COc1cccc(C(=O)N2CCN(c3ccc(N4CCOCC4)nn3)CC2)c1,·,·,·,-0.6,53,8%,·,8%,·,1%,
CC(C)C[C@H](NC(=O)OC(C)(C)C)C(=O)N[C@@H](CO)[C@H](O)[C@@H]1C[C@@H]1C(=O)NC1CCCCC1,7%,·,-0.3%,0.4,89,-6%,-8%,0%,-4%,6%,

# Brought forward from above: 7 entries; new compounds follow.
SMILES,GPR55 LPI antagonism,Yfh1-depleted yeast,GPR55 beta-arrestin,NTR1 ag,NTR1 ag cell count 20 µM,NS5 inhibitors,AID2073,Rac1 GTP hydrolysis,GPR35 antagonists,Large T inhibition,others
CCOC(CNC(=O)c1ccc2c(c1)nc(C)n2-c1cccc(F)c1)OCC,0%,i,0.2%,0.9,69,-6%,3%,9%,-4%,-5%,
O=C(COc1ccc([N+](=O)[O-])cc1)Nc1cccc2nsnc12,-7%,·,13%,2.5,49,-3%,41%,4%,0%,8%,
CCCCN(CC)CCCNC(=O)c1cn(C)c2ccc(S(=O)(=O)N(C)C3CCCCC3)cc2c1=O,29%,·,0.3%,1.5,51,6%,6%,-1%,-10%,15%,
Nc1ccc2c(c1)Cc1cc([N+](=O)[O-])ccc1-2,22%,i,-0.3%,-3.8,73,-24%,16%,14%,20%,8%,
COc1ccccc1N1CCN(CC(=O)c2c(C)[nH]c3cc(C)ccc23)CC1,2%,i,-0.2%,2.5,46,-3%,-10%,11%,8%,12%,
COc1cccc(C(=O)N2CCN(c3ccc(N4CCOCC4)nn3)CC2)c1,·,·,·,-0.6,53,8%,·,8%,·,1%,
CC(C)C[C@H](NC(=O)OC(C)(C)C)C(=O)N[C@@H](CO)[C@H](O)[C@@H]1C[C@@H]1C(=O)NC1CCCCC1,7%,·,-0.3%,0.4,89,-6%,-8%,0%,-4%,6%,
Cc1ccc(S(=O)(=O)NC(=O)COc2ccc(Cl)cc2Cl)cc1,4%,·,-0.2%,0.6,53,6%,-3%,8%,-13%,5%,
Cc1ccc(C(=O)N/C(N)=N/c2nc3ccccc3o2)cc1,-3%,i,0.2%,2.1,36,-4%,3%,12%,4%,15%,
O=C(Nc1ccncc1)c1cc(S(=O)(=O)N2CCOCC2)ccc1Cl,·,·,·,1.8,57,-5%,·,8%,·,4%,
COCCCn1c(=NC(=O)c2ccc3c(c2)OCO3)c(C#N)cc2c(=O)n3cccc(C)c3nc21,-4%,·,-0.3%,·,·,·,2%,·,-10%,·,
O=C(OCn1ncc(Cl)c(Cl)c1=O)c1ccccc1Cl,-3%,i,0.0%,·,·,-60%,-17%,9%,-7%,10%,NS5 inhibitors pilot replicate=-8.7
CCOC(=O)C1CCCN(C(=O)c2ccc(Cn3c(=S)[nH]c4cc(C(=O)OC)ccc4c3=O)cc2)C1 (stereo not drawn),-5%,i,-0.3%,3.3,52,-5%,3%,-8%,-15%,7%,
CCOc1ccc(/C(O)=C2/C(=O)C(=O)N(c3ccccn3)C2c2ccc(Cl)cc2)c(C)c1 (stereo not drawn),11%,·,0.0%,·,·,1%,24%,9%,6%,7%,
CCCCOc1ccc(C(C)NC(=O)CCS(=O)(=O)Cc2ccccc2F)cc1 (stereo not drawn),-1%,i,0.1%,0.0,49,-2%,-3%,-8%,-1%,6%,
O=C(Nc1cc([N+](=O)[O-])ccc1O)c1cccc(NC(=O)c2ccco2)c1,2%,·,0.0%,1.3,40,9%,1%,6%,-5%,12%,
N/C(=N\OC(=O)c1ccc(Cl)c([N+](=O)[O-])c1)c1ccccn1,2%,i,0.1%,2.2,56,-7%,-8%,0%,-1%,-3%,
CCOC(=O)C/C(N)=N/N(C)c1ncc(C(F)(F)F)cc1Cl,0%,i,0.7%,0.0,18,-1%,-4%,2%,7%,11%,
O=C1N(Cc2cccc(Cl)c2)C[C@@H]2C[C@@H](c3ccccn3)N3CCC[C@@]123,2%,i,-0.2%,-0.4,47,-2%,-15%,5%,20%,3%,
O=C(NCC(c1ccco1)N1CCCC1)c1ccc(Cl)cc1 (stereo not drawn),10%,·,0.6%,14,20,-3%,-5%,7%,-3%,-1%,
COc1ccc(N(CC(=O)NC2CCCCC2)S(=O)(=O)c2c(C)[nH]c(=O)[nH]c2=O)cc1,4%,i,-0.2%,0.6,49,-3%,-1%,1%,-10%,6%,
Cc1csc2nnc(N)n12,-8%,i,-0.2%,0.6,63,6%,10%,5%,0%,3%,
COc1cc2c(cc1OC)C(C(=O)Nc1cc(C)c(OC)c(C)c1)CC(=O)N2 (stereo not drawn),-1%,·,-0.2%,1.8,74,-6%,-7%,12%,6%,14%,
COC(=O)COc1ccc(S(=O)(=O)NCCC2=CCCCC2)cc1Cl,16%,i,-0.1%,1.9,90,-14%,4%,-2%,-3%,4%,
Cc1cc(C)cc(NC(=O)CSc2nc3c(c(=O)n2C)SC(C)C3)c1 (stereo not drawn),15%,i,-0.1%,-2.0,103,-1%,2%,-5%,8%,17%,
CC(C)NCC(O)COc1ccc(Br)cc1 (stereo not drawn),-20%,i,0.2%,-1.5,89,7%,-12%,7%,-1%,6%,
COc1ccc(C2OC(=O)Cc3cc(OC)c(OC)cc32)cc1 (stereo not drawn),19%,i,0.2%,0.6,54,-9%,-1%,-1%,-6%,3%,
CCOC(=O)c1c(C)[nH]c(C(=O)N2CCN(CC)CC2)c1C,2%,·,-0.1%,-2.0,53,6%,6%,2%,22%,0%,
CN(C)c1ccc(C(=O)Nc2nnc(-c3ccc(Cl)cc3)o2)cc1,6%,i,0.3%,6.4,65,-6%,39%,4%,6%,5%,
CCN(C(=O)CN1CCN(c2cccc(Cl)c2)CC1)c1c(N)n(Cc2ccccc2)c(=O)[nH]c1=O,-11%,i,-0.3%,-1.7,61,0%,-9%,3%,-3%,52%,
Cc1ccccc1C(=O)Nc1cccc(-c2nnc(SCC(=O)O)n2C)c1,-1%,i,-0.1%,1.7,57,-4%,2%,11%,8%,18%,
O=C(c1ccc(Cl)cc1)c1c[nH]c(C(=O)NNc2ccccc2)c1,-2%,i,-0.1%,-0.3,85,-4%,-2%,1%,-8%,-22%,
CC(C)[C@H](NC(=O)N1CC(=O)Nc2ccccc21)C(=O)N[C@@H](Cc1c[nH]c2ccccc12)C(=O)O,5%,·,0.5%,1.0,87,-2%,-5%,3%,-2%,·,

# Screens as filed in PubChem.
